Screening results (PubChem)
Giardia killer: kills Giardia lamblia; activity change, % at 7.66 µM, hits read low; 0.15% of 340,000 active; Giardia lamblia trophozoite viability; in the data active = activity change below about -80%; inconclusive = between about -30% and that limit;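 note: parasites exposed to compound for two days anaerobically before the ATP read; % is set by controls: 0 for no effect and ±100 for the full control effect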
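Media and compound were dispensed first, then trophozoites at 100 cells/well; plates sat 48 hrs at 37 deg C without oxygen before ATP luminescence reagent was added and read after 15-30 min at room temperature.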
FLuc counter: inhibits or activates purified firefly luciferase, miR-21 counter-screen; P08659; purified FLuc, Km substrates, luminescence inhibition; Potency, µM (highest dose often 57.5 µM), for the others: at the top dose activity change, negative = inhibition, hits mostly inhibitors; 6.9% of 360,000 active;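 note: potency is the fitted concentration of half-maximal effect; plate controls were vehicle for no effect and reference inhibitor for full effect; nearly all actives have a fitted effect of over 55% in size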
Target sequence (P08659 whole entry, looked up): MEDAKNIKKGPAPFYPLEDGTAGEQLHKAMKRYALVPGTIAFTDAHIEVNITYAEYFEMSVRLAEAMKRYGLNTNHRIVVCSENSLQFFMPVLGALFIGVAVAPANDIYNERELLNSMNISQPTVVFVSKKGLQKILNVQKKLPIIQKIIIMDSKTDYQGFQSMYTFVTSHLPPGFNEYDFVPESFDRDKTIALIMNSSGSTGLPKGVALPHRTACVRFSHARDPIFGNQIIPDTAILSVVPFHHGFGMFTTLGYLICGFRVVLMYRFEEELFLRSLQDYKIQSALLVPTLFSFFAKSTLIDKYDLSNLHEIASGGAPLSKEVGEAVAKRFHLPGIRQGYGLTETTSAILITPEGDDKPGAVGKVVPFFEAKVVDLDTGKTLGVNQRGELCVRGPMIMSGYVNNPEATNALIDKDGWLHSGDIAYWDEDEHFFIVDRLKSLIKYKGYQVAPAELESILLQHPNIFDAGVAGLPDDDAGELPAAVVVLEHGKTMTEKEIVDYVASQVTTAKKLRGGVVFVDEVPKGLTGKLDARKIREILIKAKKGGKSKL
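Purified P. pyralis luciferase (10nM final) with 10uM D-luciferin and 10uM ATP (Km levels) in 50mM Tris acetate pH 7.5, 10mM Mg acetate, 0.01% Tween-20, 0.05% BSA; qHTS 6-point titration, ~60 µM downward; luminescence read.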
VP16 counter: inhibits Gal4-VP16 luciferase reporter, ROR gamma counter-screen; Drosophila S2 Gal4-VP16 UAS-luciferase, luminescence, 20 h; Potency, µM (highest dose often 53.6 µM), for inactives: at the highest dose activity, negative = inhibition, actives largely listed as inhibitors; AID 2546; 3.5% of 310,000 active;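 note: Gal4-VP16 expression switched on by copper sulfate through the metallothionein promoter; potency is the fitted concentration of half-maximal effect; % is set by controls: 0 for no effect and ±100 for the full control effect; nearly all actives have a fitted effect of over 50% in size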
FBPA coupling cs: inhibits coupling enzyme system, counter-screen for aldolase hits | coupling enzyme system counterscreen, AmpLite Red fluorescence | activity change, negative = inhibition, % at 58.2 µM, hits read low | 0.67% of 290,000 active | AID 2472; in the data active = activity change below about -30%; note: % is set by controls: 0 for no effect and ±100 for the full control effect
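Counterscreen of the coupled detection system alone, without aldolase: glyceraldehyde-3-phosphate coupling enzymes plus AmpLite Red readout. Compounds at 57.5 uM final, 10 min RT preincubation, 20 min RT reaction, fluorescence 525/598 nm.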
Tb PFK inh: T. brucei PFK enzyme inhibition. AID 485367. O15648. Potency, µM (series often up to 57.5 µM), for inactives: at the highest dose activity, negative = inhibition, hits mostly inhibitors. T. brucei PFK, ADP-Glo luminescence. 0.17% of 330,000 active;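 note: potency is the fitted concentration of half-maximal effect; 0% = uninhibited 1x PFK enzyme wells and -100% = no-enzyme wells; nearly all actives have a fitted effect of over 60% in size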
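In TEA buffer at pH 8.0 with 5 mM MgCl2, enzyme (1.25 nM) converted F6P (0.5 mM) and ATP (0.1 mM) for 45 min at room temperature. ADP product was read by luciferase luminescence.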
Rab9 promoter act: activates the Rab9 promoter. Huh7 Rab9 promoter-luciferase reporter, luminescence, 24 h. Potency, µM (top dose mostly 9.22 µM), for inactives: at the highest dose activation, negative = inhibition, most hits filed as activators. 2.8% of 320,000 active; note: potency is the fitted concentration of half-maximal effect; % of control where 0% means no effect; nearly all actives have a fitted effect of over 60% in size
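Steps: seed 1500 Huh7 Rab9-luc cells per well, rest 2 h at 37 °C; add compound in DMSO; incubate 24 h; add luciferase reagent, 10 min ambient; read luminescence.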
KCNH2 3.1 block: KCNH2 3.1 (human) potassium channel inhibition | U2OS KCNH2 3.1, thallium flux FluxOr; hits give low values | activity change, % (tested at about 1.8 µM) | 0.95% of 340,000 active | AID 720553;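 active = maximum activity change below -70%; inconclusive = maximum activity change from -70% to -50%; inactive = maximum activity change above -50%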;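 note: thallium influx rate constant from kinetic fluorescence after stimulation buffer; % is set by controls: 0 for no effect and ±100 for the full control effect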
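Thallium flux via FluxOr fluorescence (Red40 quencher, 45 min loading) in U2OS cells virally expressing the KCNH2 3.1 isoform (1.77 x 10^8 /mL virus, overnight at 37 C). Rate constants from 2-min kinetic reads post-stimulation, normalised to positive and negative controls.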
NPC1 promoter act: activates the NPC1 promoter; Huh7 NPC1 promoter luciferase reporter, 24 h; Potency, µM (top dose mostly 9.22 µM), inactives show top-dose activation, usual class: activators; 2.4% of 320,000 active; AID 485313;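 note: potency is the fitted concentration of half-maximal effect; % of control where 0% means no effect; nearly all actives have a fitted effect of over 60% in size; reporter is driven by a mutant NPC1 promoter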
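Luminescence read-out of NPC1 promoter-driven luciferase in stably transfected Huh7 cells; compounds delivered in DMSO and left 24 h at 37C, 5% CO2, qHTS titration format.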
ELG1 genotox: inducers of genotoxicity in HEK293T ELG1-luciferase cells; HEK293T ELG1-luciferase reporter, luminescence, 16 h; Potency, µM (series often up to 46 µM), inactives show at the top dose activity change, positive = activation, hits mostly activators; 1.3% of 330,000 active; AID 504466; note: potency is the fitted concentration of half-maximal effect; % of control where 0% means no effect; nearly all actives have a fitted effect of over 60% in size
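Screening used a luciferase reporter fused to human ELG1 in HEK293T cells. Luminescence was read on a CCD plate imager after 16 hr exposure and 30 min ONE-Glo incubation.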
RORg inh: ROR gamma (mouse) transcription inhibition | P51450 | Drosophila S2 Gal4-RORgamma UAS-luciferase reporter, 20 h | Potency, µM (top dose mostly 53.6 µM), for inactives: top-dose activity change, negative = inhibition, actives largely listed as inhibitors | 5.4% of 310,000 active | AID 2551; note: potency is the fitted concentration of half-maximal effect; % is set by controls: 0 for no effect and ±100 for the full control effect; nearly all actives have a fitted effect of over 60% in size
Target sequence (P51450 whole entry, looked up, the tested form may be a part): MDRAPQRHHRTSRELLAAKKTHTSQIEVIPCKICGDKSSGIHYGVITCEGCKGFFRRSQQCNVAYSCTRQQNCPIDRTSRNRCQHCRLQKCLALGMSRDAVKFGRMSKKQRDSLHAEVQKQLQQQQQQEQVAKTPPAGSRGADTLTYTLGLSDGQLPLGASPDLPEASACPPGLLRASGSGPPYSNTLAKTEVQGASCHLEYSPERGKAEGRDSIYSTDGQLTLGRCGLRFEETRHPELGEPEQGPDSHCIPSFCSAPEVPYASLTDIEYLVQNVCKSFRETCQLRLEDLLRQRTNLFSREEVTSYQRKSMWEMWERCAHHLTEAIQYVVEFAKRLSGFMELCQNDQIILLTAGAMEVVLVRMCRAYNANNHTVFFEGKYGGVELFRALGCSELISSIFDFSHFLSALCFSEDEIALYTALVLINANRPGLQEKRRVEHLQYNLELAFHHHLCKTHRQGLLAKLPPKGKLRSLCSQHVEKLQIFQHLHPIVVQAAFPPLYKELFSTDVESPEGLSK
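Schneider cells (Drosophila), stable Gal4 DBD–ROR gamma + UAS-luc; 1 hr cmpd preincubation; Cu2+ induction 700 uM final; 20 hr ambient; luminescence.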
uPA generation: inhibitors of cell surface uPA generation; 0.31% of 330,000 active; Potency, µM (series often up to 38.3 µM), inactives show at the top dose activity change, negative = inhibition, hits mostly inhibitors; cell surface uPA generation assay, qHTS; AID 540303; active = well fitted inhibition curve with a large enough effect; inconclusive = small, poorly fitted or top-dose-only effect; inactive = no such curve, though single readings can be large or run the other way; tested in mouse RAW 264.7 cells; note: potency is the fitted concentration of half-maximal effect; % is set by controls: 0 for no effect and ±100 for the full control effect; nearly all actives have a fitted effect of over 55% in size
Numbers without * were called inactive; ? = inconclusive; nt = not tested or not shown; & = joins results of further samples; [ ] = dose if it differs, or a comment. Unless noted, calls come from the whole dose curve; as a rule, active = well fitted curve in the direction sought with a large enough effect; inconclusive = small, poorly fitted or top-dose-only effect, or another doubt; inactive = no such curve, though single readings can be large; an effect the other way counts as inactive or inconclusive.

SMILES	Giardia killer	FLuc counter	VP16 counter	FBPA coupling cs	Tb PFK inh	Rab9 promoter act	KCNH2 3.1 block	NPC1 promoter act	ELG1 genotox	RORg inh	uPA generation
CNCCCCOc1ccccc1Cc1ccccc1	nt	-0.4%	-8.9%&-0.7%	-0.1&-1.2	0.0%	-9.3%	nt	1.7%	nt	?	nt
O=C(Cc1ccc(F)cc1)Nc1ccc(S(=O)(=O)N2CCCC2)cc1	-8.6	-0.3%	nt	nt	16.9µM*	2.4%	-2.8	-0.2%	5.5%	nt	-1.5%
O=C(Nc1ncccc1O)c1cccc(S(=O)(=O)N2CCc3ccccc32)c1	-6.0	-1.2%	?	3.1	-3.9%	3.7%	-5.6	-0.6%	-2.3%	?	2.8%
Cc1ccc(Nc2nnc(-c3ccc(N4CCOCC4)c([N+](=O)[O-])c3)c3ccccc23)cc1	-5.3	-0.6%	1.2%	0.5	-6.5%	-1.6%	-25.4	-3.8%	-5.0%	0.1%	0.4%
c1ccc2c(c1)CCN(c1nc3cc4c(cc3s1)OCCO4)C2	?	0.107µM*	-10.0%	-38.3*	-24.9%	?	10.7	?	?	-2.8%	-16.3%
Cc1cc(C(=O)NCc2ccc(F)cc2)c2ccccc2n1	10.0	?	5.2%	3.8	0.1%	2.4%	-6.8	-4.9%	-2.7%	0.3%	1.3%
Cc1ccc(S(=O)(=O)N2CCN(CN3C(=O)CC4(CCCC4)C3=O)CC2)cc1	-15.5	2.7%	nt	nt	-3.6%	-0.5%	-2.2	-1.2%	0.6%	nt	-0.2%
COc1ccccc1N1CCN(C(=O)CN(C2CCCCC2)S(C)(=O)=O)CC1	-3.2	-1.8%	-11.9%	1.2	0.6%	-7.6%	6.6	0.0%	-2.4%	?	8.4%
CCCC1=Nc2cc(C(=O)NCCCOC(C)C)ccc2Sc2ccccc21	3.4	-0.1%	6.6%	-0.6	5.2%	-26.8%	1.3	-22.2%	6.4%	14.4%	-17.7%
Cc1ccc(CNC(=O)C2CCC(=O)N(C3CCCC3)C2)c(F)c1F (stereo unspecified)	-17.5	1.6%	-0.5%	1.4	-6.5%	-0.3%	25.7	-0.5%	-0.9%	13.6%	9.3%
Cc1ccc(S(=O)(=O)N(C)C)cc1NC(=O)Nc1ccccc1	-7.1	-12.2%	12.3%	-5.3	2.7%	6.2%	-1.4	2.1%	-3.8%	1.2%	0.8%
COc1cc(C)ccc1OCCOCCOc1c(C)cc(C)cc1Br	-15.7	-27.2%	-7.8%	-0.1	0.0%	-2.8%	-3.7	0.1%	7.2%	8.0%	-5.8%
CCOC(=O)c1c(-c2cccs2)csc1NC(=O)c1ccco1	-2.5	-0.9%	2.3%	1.5	-2.5%	6.7%	-5.2	13.1%	0.1%	30.9%	3.1%
CCOc1ccc(NC(=O)N2CCC(C(N)=O)(N3CCCCC3)CC2)cc1	-2.5	2.0%&-3.1%	-2.3%	-0.4	3.4%	3.2%	10.8	-8.9%	-0.5%	7.7%	1.2%
COc1ccc(Oc2ncnc3sccc23)cc1	18.5	?	5.9%	0.2	-1.7%	?	5.0	21.9%	-0.1%	26.7%	1.7%
CN(CC(=O)Nc1ccc(N2CCOCC2)cc1)CC(=O)Nc1ccc([N+](=O)[O-])cc1Br	8.5	-4.7%	2.6%	-6.5	-20.3%	2.0%	31.9	-0.3%	-0.4%	34.1%	1.2%
Nc1ccc(O)c2c(=O)cc(-c3ccccc3Cl)oc12	7.7	2.69µM*	?	-1.6&0.0	-25.5%	2.82µM*	nt	2.82µM*	?	-16.2%&12.9%	-17.2%
Cn1nnnc1SCC1=C(C(=O)O)N2C(=O)C(NC(=O)C3CC3c3ccccc3)C2SC1 (stereo unspecified)	5.9	-17.3%	-14.4%	2.0	-20.8%	12.4%	-10.4	2.4%	?	6.4%	-9.2%
Nc1nonc1-c1noc(-c2ccccc2)n1	-2.7	?	?	-0.1	5.2%	29.9%	-9.4	17.0%	14.8%	-3.4%	0.6%
CC(C)N(Cc1nccn1C)C(=O)c1ccc(OC2CCN(C(=O)C3CC3)CC2)cc1	?	3.9%	-15.7%	0.1	14.7%	-4.1%	-13.8	-2.2%	0.0%	22.5%	-3.7%
CC(=O)Nc1ccc(/C(C)=N/Nc2nc(Nc3ccccc3)nc(N3CCOCC3)n2)cc1	-14.0	16.9µM*	?	2.6	-8.0%	-3.3%	-7.4	-1.2%	-2.5%	10µM*	-5.9%
COC(=O)CCCCNC(=O)Nc1ccccc1	-9.9	3.9%	-2.0%	1.4	0.2%	4.4%	8.2	-2.1%	1.5%	-16.0%	-5.9%
O=C(NCCC1=CCCCC1)C1CCCN(S(=O)(=O)c2cccc3cccnc23)C1 (stereo unspecified)	-6.6	0.3%	5.8%	3.6	-7.7%	-5.6%	1.5	1.6%	-10.3%	39.3%	-20.8%
CCc1ccc(-c2ccc(C(=O)O)cc2)nc1	-12.2	8.49µM*	?	5.4	4.5%	3.55µM*	5.4	?	9.7%	-29.0%	-3.5%
Cc1onc(-c2ccccc2)c1C(=O)OCC(=O)N1CCN(c2ccccc2)CC1	7.1	-0.6%	nt	nt	-0.9%	1.3%	5.0	-2.4%	-6.7%	nt	-0.9%
CCN(CCNC(=O)c1ccc2nc(-c3ccccc3NC(C)=O)c(=O)[nH]c2c1)c1ccccc1	8.2	-1.2%	-5.1%	-0.6	0.8%	2.8%	14.5	-1.6%	-14.3%	39.4%	5.0%
NS(=O)(=O)c1ccc(NC(=S)Nc2ccn(Cc3cccc4ccccc34)n2)cc1	-6.7	2.4%	?	0.8	3.2%	-6.9%	-0.4	-10.1%	-7.4%	10µM*	-4.8%
Cc1cc(C)nc(SCC(=O)Nc2ccc(S(=O)(=O)N3CCCCC3)cc2)n1	-3.9	6.3%	-2.5%	1.8	-5.2%	-4.8%	4.8	-3.1%	-11.3%	14.0%	1.5%
Cc1nn(-c2ccccc2)c(C)c1/C=N/O	3.2	-2.0%	nt	-0.5	-7.6%	13.8%	-9.2	11.2%	17.7%	-29.5%[0.365 µM]	6.5%
N#Cc1ccc(Sc2ccccn2)c([N+](=O)[O-])c1	-15.2	4.1%	16.7%	-7.6	11.8%	2.7%	2.1	0.1%	1.6%	19.4%	-4.2%
COc1cc(OC)cc(C(=O)NC2CCCN(Cc3ccc(Cl)cc3)C2)c1 (stereo unspecified)	1.9	-3.9%	-7.9%	1.7	-5.5%	-3.9%	?	-3.0%	-1.7%	35.3%	?
Cc1c(NC(=O)C2Cc3ccccc3CN2C(=O)c2ccco2)c(=O)n(-c2ccccc2)n1C (stereo unspecified)	1.7	0.5%	-2.4%	-1.3	0.4%	12.4%	-14.0	-1.5%	3.3%	14.9%	5.9%
CCS(=O)(=O)N1Cc2ccccc2CC1C(=O)NCc1cccc(OC)c1 (stereo unspecified)	22.6	0.1%	-28.4%	nt	-2.7%	-2.9%	-11.0	-7.3%	8.6%	?	-0.1%
COc1ccc(OC)c(C2NC(=O)c3sc(=S)n(-c4ccccc4)c3N2)c1 (stereo unspecified)	2.2	10.6%	-6.2%	0.1	-11.5%	-7.6%	11.2	1.5%	2.6%	-11.9%	nt
CCOCCCNC(=O)CN1CCN(Cc2ccccc2C)C1=O	-16.4	0.3%	-7.0%	3.8	-2.3%	-4.4%	-0.3	-2.3%	-4.5%	11.5%	1.3%
CC/C(C)=N/Nc1nc2sc3c(c2c(=O)[nH]1)CC(C)(C)OC3	-5.6	-14.0%	-5.8%	0.5	-1.8%	-2.5%	0.7	0.8%	0.6%	?	0.6%
CC1CN(C(=O)CCC(=O)NC2CCN(Cc3ccccc3)CC2)c2ccccc2O1 (stereo unspecified)	-3.2	1.3%	-2.5%	3.6	4.0%	0.9%	-0.7	-1.8%	-0.4%	-2.5%	-8.5%
CCN(CC)c1c([N+](=O)[O-])c(=O)sc2ccccc12	7.9	?	-12.3%	3.9	4.5%	1.3%	-2.6	-3.7%	3.1%	-7.6%	33.8%[activator]
Cc1ccc(NC(=O)COC(=O)Cc2ccsc2)c(C)c1	-23.0	-1.1%	0.5%	0.6	-8.4%	-3.5%	-4.7	-4.0%	4.4%	7.2%	1.9%
COC(=O)c1ccc(COC(=O)C23CC4CC(CC(O)(C4)C2)C3)o1	-6.8	-2.0%	-1.3%	2.5	6.9%	3.2%	2.7	2.3%	6.6%	16.6%	0.2%
CC(=O)c1ccc(NC(=O)C(C)OC(=O)C2CCN(c3ccc(C(F)(F)F)cn3)CC2)cc1 (stereo unspecified)	-20.8	1.7%	nt	nt	4.1%	-1.1%	-7.6	1.5%	-4.2%	nt	-4.9%

This is a random part of the collection (roughly 14% active in at least one column).
